Compound activity from PubChem BioAssay.
SARS 3CLpro inh = SARS-CoV 3CLpro protease inhibitors, primary screen, biochemical, quenched FRET; 290,000 tested, 0.14% active; recombinant SARS-CoV 3CLpro, quenched FRET peptide cleavage; Replicase polyprotein 1ab (Severe acute respiratory syndrome coronavirus), P0C6X7; inhibition, % at 6 µM; AID 1706, 2009; in the data active = inhibition above about 12%
PriA SSB inh = inhibitors of Klebsiella pneumoniae PriA binding to SSB C-terminal tail, primary screen, biochemical, AlphaScreen; AlphaScreen SSBct-PriA binding, biotinylated peptide; inhibition, % at 33 µM; 430,000 tested, 0.6% active; in the data active = inhibition mostly above about 37%, no sharp cut-off; inactive = mostly below about 20%;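 also: plate controls were negative control peptide for no effect and reference peptide for full effect; strong numbers were not always called active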
Rv3671c inh = Rv3671c serine protease inhibitors, primary screen, biochemical, fluorescence polarization, M. tuberculosis H37Rv | P9WHR9 | inhibition, % at 5.96 µM | 320,000 tested, 0.048% active | AID 2606, 2010; in the data active = inhibition above about 38%;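 also: extracellular domain of Rv3671c used as enzyme; 0% = enzyme with DMSO and 100% = no enzyme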
PfHsp40 rescue = rescue of yeast from PfHsp40 toxicity, primary screen, S. cerevisiae, ATP luminescence; S. cerevisiae expressing PfHsp40, growth rescue; growth rescue, % at 12.5 µM; 340,000 tested, 0.68% active; in the data active = growth rescue above about 28%, passing the limit was not always enough; inconclusive = no clear call, values can overlap the other calls;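 also: yeast W303a lacking pdr1 and pdr3 grown in galactose medium; growth measured after three days at 30 °C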
DUSP3 inh = VHR1 phosphatase inhibitors, primary screen, biochemical, absorbance, uHTS; Dual specificity protein phosphatase 3 (Homo sapiens), P51452; recombinant VHR phosphatase, pNPP absorbance; inhibition, % at 13.3 µM; 290,000 tested, 0.52% active; in the data active = inhibition above about 50%; also: some compounds called inactive have numbers as strong as hits
Target sequence (P51452 whole entry, looked up): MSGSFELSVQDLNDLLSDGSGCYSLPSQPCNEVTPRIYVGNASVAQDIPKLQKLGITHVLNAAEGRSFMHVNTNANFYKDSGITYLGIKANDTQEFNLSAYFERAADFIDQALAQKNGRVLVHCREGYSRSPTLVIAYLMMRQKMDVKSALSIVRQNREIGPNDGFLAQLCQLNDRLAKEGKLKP
Y pestis TopoI = Yersinia pestis topoisomerase I inhibitors, primary screen, biochemical, cleavage product accumulation, plate reader, single point; DNA topoisomerase I (Yersinia pestis CO92); Y. pestis Topo-I cleavage product accumulation; activity, % at 10 µM; 360,000 tested, 0.064% active; in the data active = activity above about 50%, passing the limit was not always enough; inconclusive = no clear call, values can overlap the other calls; also: inactives centre near 2
Vc quorum ag = inducers of Vibrio cholerae quorum light production without autoinducers, primary screen, BH1578 luxS cqsA deficient, single point | V. cholerae BH1578 lux reporter, luminescence, 6 h | activation, % at 18.7 µM | 350,000 tested, 0.16% active | AID 588436, 2011; in the data active = activation mostly above about 9.7%, no sharp cut-off; inconclusive = no clear call, values can overlap the other calls; inactive = mostly below about 3.7%; also: not every result past the cut was called active; inactives centre near 0; reference of the scale not given here
MazEF act = activators of E. coli MazEF toxin-antitoxin RNase, primary screen, biochemical, fluorescence, uHTS; AID 504720, 2011; 350,000 tested, 0.32% active; activation, % at 20 µM; FAM/BHQ RNA-DNA oligo cleavage fluorescence, 5 h; in the data active = activation above about 50%
Target sequence (P0AE70 whole entry, looked up): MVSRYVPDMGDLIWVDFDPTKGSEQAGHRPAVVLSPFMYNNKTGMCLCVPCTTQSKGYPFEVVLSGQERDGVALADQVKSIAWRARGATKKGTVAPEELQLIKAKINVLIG
Anthrax LF prot = Bacillus anthracis LF protease inhibitors, primary screen, biochemical, multiplex microsphere, MLPCN library; Lethal factor (Bacillus anthracis), P15917; multiplex microsphere protease cleavage assay; inhibition, % at 10 µM; 360,000 tested, 0.12% active; AID 588501, 2011; in the data active = inhibition above about 30%; inconclusive = no clear call, values can overlap the other calls; also: plate controls were buffer without enzyme for full effect and enzyme alone for no effect
Target sequence (P15917 whole entry, looked up): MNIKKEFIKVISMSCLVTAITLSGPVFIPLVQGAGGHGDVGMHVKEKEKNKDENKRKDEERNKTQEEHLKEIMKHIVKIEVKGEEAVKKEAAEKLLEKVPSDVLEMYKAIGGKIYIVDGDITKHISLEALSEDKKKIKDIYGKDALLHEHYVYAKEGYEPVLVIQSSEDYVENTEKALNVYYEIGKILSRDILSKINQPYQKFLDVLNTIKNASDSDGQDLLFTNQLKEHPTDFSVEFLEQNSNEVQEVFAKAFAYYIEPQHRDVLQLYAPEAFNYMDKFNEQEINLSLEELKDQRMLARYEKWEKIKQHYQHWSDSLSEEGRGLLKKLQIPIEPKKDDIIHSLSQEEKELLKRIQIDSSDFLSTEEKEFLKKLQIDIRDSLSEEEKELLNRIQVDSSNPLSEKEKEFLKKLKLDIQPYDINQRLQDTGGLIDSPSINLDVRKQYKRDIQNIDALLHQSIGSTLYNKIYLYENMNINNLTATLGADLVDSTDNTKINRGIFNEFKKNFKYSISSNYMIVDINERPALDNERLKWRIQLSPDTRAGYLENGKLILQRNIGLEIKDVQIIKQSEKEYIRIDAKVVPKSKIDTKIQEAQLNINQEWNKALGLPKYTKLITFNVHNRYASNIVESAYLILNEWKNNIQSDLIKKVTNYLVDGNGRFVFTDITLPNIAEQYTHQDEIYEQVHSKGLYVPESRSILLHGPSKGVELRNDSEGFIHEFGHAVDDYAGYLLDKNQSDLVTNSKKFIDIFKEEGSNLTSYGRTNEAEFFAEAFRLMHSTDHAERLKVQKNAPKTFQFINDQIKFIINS
TcdB inh = TcdB glycohydrolase inhibitors, primary screen, biochemical, single point, plate reader. Toxin B (Clostridioides difficile), P18177. AID 652162, 2013. inhibition, % at 9.99 µM. 350,000 tested, 0.24% active. TcdB glycohydrolase enzymatic assay; in the data active = inhibition above about 10%
Numbers without * were called inactive; i = inactive; ? = inconclusive; / = not tested or not shown; & = joins results of further samples. The list is partial (hit frequency here may not be typical).

SMILES	SARS 3CLpro inh	PriA SSB inh	Rv3671c inh	PfHsp40 rescue	DUSP3 inh	Y pestis TopoI	Vc quorum ag	MazEF act	Anthrax LF prot	TcdB inh
CCN(CC)C(=O)Cn1cc(C(=O)C(=O)NCc2cccnc2)c2ccccc21	1	-1	-2	-1.5	11	-6	-0.1	9	-2	0.8
CN(Cc1ccccc1)c1nc2c(c(=O)[nH]c(=O)n2C)n1CCCSc1ncccn1	1	1	-4	0.2	15	22	i	8	-4	/
COc1cc(NC(=O)C2CCN(S(=O)(=O)c3ccc4c(c3)CC(C)N4C(C)=O)CC2)cc(OC)c1OC (stereo unspecified)	-6	-2	-3	0.3	-14	8	-0.5	7	-3	0.4
COc1ccc([C@@H]2CC=C(C(=O)O)[C@H](c3ccccc3)N2S(=O)(=O)c2ccccc2C)cc1	/	4	-8	1.7	/	-12	-0.8	1	-12	-1.6
CSCC[C@H](NC(=O)OC(C)(C)C)c1nnc(SCc2ccccc2)o1	2	-2	10	0.4	17	37	-0.4	-23	0	/
CCOc1cccc(-c2cc(N3CCN(CCO)CC3)n3nccc3n2)c1	/	/	/	/	/	-5	-0.8	/	-13	2.1
CCN1CCCC1CNC(=O)C(=O)NC1CC1 (stereo unspecified)	0	-5	6	0.0	-13	-1	i	4	0	0.8
CCCCCn1c(=O)[nH]c2cc(C(=O)NCCN3C(C)CCCC3C)ccc2c1=O (stereo unspecified)	-1	2	-23	-1.1	7	-6	-0.5	21	-5	-4.1
Cc1ccccc1-n1c(=O)c2c(n3cnnc13)-c1ccccc1CC21CCCCC1	2	-6	-3	-2.5	32	25	0.4	1	2	/
O=C(c1cccc(F)c1)N1CCCC(C(=O)N2CCCCC2)C1 (stereo unspecified)	-7	-1	-6	0.6	47	-2	i	3	-3	0.1
CC(C)NC(=O)N(Cc1ccccc1)Cc1cccs1	-3	-1	-3	-1.6	3	6	i	-10	-8	1.4
Cc1ccc(S(=O)(=O)Nc2ccc3c(c2)nc(C)n3C)cc1	-7	-5	2	1.3	2	-2	0.0	-11	-5	0.9
O=C(/C=C/c1cccc(O)c1)c1cccnc1	3	-10	0	0.1	20	-16	-0.6	7	-6	0.6
O=C(NN1C(=O)NC2(CCCCC2)C1=O)c1ccc(-c2ccccc2Cl)o1	/	-1	-5	0.8	/	-5	i	-1	-2	2.0
O=C(NCCc1ccccc1)c1cccc(Br)c1	4	-18	-5	-1.0	6	8	i	-11	/	3.1
CCN1CCCC1CN(Cc1cc2cc(OC)ccc2[nH]c1=O)C(=O)NCc1ccccc1 (stereo unspecified)	2	1	-1	2.1	25	-6	/	5	2	/
O=C(Nc1cccc(Cl)c1)Nc1csc([N+](=O)[O-])c1	1	5	-47	3.5	10	-23	-0.3	17	-6	2.1
C=CCOC(=O)C(C#N)c1nc2ccccc2nc1N1CCN(c2ccccc2OCC)CC1 (stereo unspecified)	-2	1	1	-0.1	8	1	-0.7	-4	5	-0.1
Cc1cc(NCc2ccccn2)nc2ccccc12	-5	-20	-10	1.6	-10	-1	-1.6	1	1	0.1
O=C(Nc1ccccn1)c1ccc2c(c1)OCO2	6	3	1	0.0	5	4	-1.3	11	-1	0.1
CCN(C(=O)COC(=O)c1cc([N+](=O)[O-])ccc1N1CCOCC1)C1CCS(=O)(=O)C1 (stereo unspecified)	/	-8	11	-0.2	/	-3	-0.8	3	1	0.1
CN1C(N)=NC(=O)/C1=C/c1ccc(F)cc1	7	/	2	/	18	-2	-0.3	2	/	0.7
CC(C)(CNC(=O)c1ccc(S(=O)(=O)N2CCCC2)cc1)N1CCOCC1	-1	-1	-3	0.4	2	-4	3.0	2	-4	0.3
COc1ccc(C2C3=C(Nc4ncnn42)c2ccccc2CCC3)cc1 (stereo unspecified)	0	1	-13	-1.0	30	0	5.0	3	-4	/
CC1CCCN(C(=S)NCCc2ccccc2)C1 (stereo unspecified)	-6	-3	-1	0.9	19	11	-1.4	4	4	/

Complete entries from above:
Listed for O=C(Nc1ccccn1)c1ccc2c(c1)OCO2 → SARS 3CLpro inh: 6; PriA SSB inh: 3; Rv3671c inh: 1; PfHsp40 rescue: 0.0; DUSP3 inh: 5; Y pestis TopoI: 4; Vc quorum ag: -1.3; MazEF act: 11; Anthrax LF prot: -1; TcdB inh: 0.1
Listed for CC(C)(CNC(=O)c1ccc(S(=O)(=O)N2CCCC2)cc1)N1CCOCC1 → SARS 3CLpro inh: -1; PriA SSB inh: -1; Rv3671c inh: -3; PfHsp40 rescue: 0.4; DUSP3 inh: 2; Y pestis TopoI: -4; Vc quorum ag: 3.0; MazEF act: 2; Anthrax LF prot: -4; TcdB inh: 0.3

Later entries
SMILES	SARS 3CLpro inh	PriA SSB inh	Rv3671c inh	PfHsp40 rescue	DUSP3 inh	Y pestis TopoI	Vc quorum ag	MazEF act	Anthrax LF prot	TcdB inh
Cc1ccc(-n2ncc3c(NNC(=O)c4cccs4)ncnc32)cc1	-2	-13	2	0.5	23	10	-0.3	2	-5	1.6
C1CCC(NC2=NCCC2)CC1	-3	-9	1	2.1	17	7	-0.4	8	-2	/
COC(=O)c1oc2c(c1C)C(=O)CCC2	-2	5&0	8	/	1	6	-0.5	6	7	0.4
CC(C)CC1C(=O)N(Cc2cn(Cc3ccco3)nn2)CCS(=O)(=O)N1Cc1ccc(-c2cccc(N(C)C)c2)cc1 (stereo unspecified)	/	/	/	/	/	33	-0.4	4	-8	0.3
O=C(CN1C2=NCCN2c2ccccc21)c1ccco1	1	-7	2	-1.2	19	-5	i	-7	4	/
Cc1ccn(CCC(=O)O)n1	1	-13	2	-1.1	18	4	-0.4	4	8	3.2
CCNC(=O)CSc1nnc(CN2CCCCCC2=O)n1-c1ccccn1	7	2	8	-0.1	43	4	i	8	5	0.2
O=C(O)C1CCN(C(=O)c2csc(-c3ccc4c(c3)CCO4)n2)CC1	-5	-9	2	-0.7	6	-1	-0.8	-10	7	0.8
CC(C)(C)Cc1nnc(NC(=O)Cc2ccc([N+](=O)[O-])cc2)s1	-1	-21	3	2.5	-10	-4	-2.6	7	-2	/
CCN(CC)c1ccc(NC(=O)Nc2ccc(C(C)=O)cc2)cc1	-1	2	4	-0.3	-2	-1	-1.8	19	-10	/
Cc1cc(C)n(CCCNC(=O)COc2ccc([N+](=O)[O-])cc2)n1	/	-20	-5	0.8	/	-1	-0.3	6	-3	4.8
CCOC(=O)c1ccc(CNC(=O)c2cc(C(C)(C)C)oc2C)o1	0	-12	1	1.5	5	2	-0.6	-11	0	/
O=c1nc(SCc2c(F)cccc2Cl)nc(-c2ccccc2)[nH]1	3	-9	-3	/	6	/	/	-6	/	1.5
O=C(CSc1nnc(-c2ccncc2)s1)Nc1ccc(Cl)c(C(=O)O)c1	-3	-6	-2	-0.6	49	-3	-0.2	5	5	0.6
CCOC(=O)c1sc(NS(=O)(=O)c2ccccc2Cl)nc1C	-2	4	3	0.5	2	2	-5.3	0	-1	/
COCC(=O)Nc1nnc(COc2ccccc2)s1	4	-7	5	0.1	3	-6	6.3	-3	-5	/
COc1ccc(C2CC(=O)N3C(=C2C#N)SCC3(O)c2ccccc2)cc1 (stereo unspecified)	4	-7	-7	-0.2	24	10	-0.5	-8	-4	/
CS(=O)(=O)c1nc(-c2ccccc2)cc(C(F)(F)F)n1	3	8	-9	9.7	4	-2	1.9	11	2	/
COCC(C)NC(=O)CSc1nc2cc(S(=O)(=O)N3CCCCC3)ccc2o1 (stereo unspecified)	/	10	-4	-0.7	/	1	-0.3	3	-4	0.7
CC1=NN(C(=O)Cc2ccc([N+](=O)[O-])cc2)C(O)(c2cccnc2)C1 (stereo unspecified)	-3	-11	1	0.9	10	-3	-0.3	-3	-3	/
CCN(CC)S(=O)(=O)c1ccc(N2CCOCC2)c(NC(=O)c2cc([N+](=O)[O-])ccc2Cl)c1	2	-3	-1	-0.1	26	-9	-0.3	3	-1	0.4
CC(=O)c1ccc(N2CCN(C(=O)c3cccs3)CC2)c(F)c1	-1	-13	1	-0.6	-12	5	-0.3	2	2	0.0
Cc1cccc(N2CCN(C(=O)CCCn3c(=S)[nH]c4cc5c(cc4c3=O)OCO5)CC2)c1C	1	-24&-1	7	2.3	20	35	-0.2	-17	2	/
N#Cc1ccccc1S(=O)(=O)N1CCN(CC(=O)NC(=O)NC2CCCCC2)CC1	/	0	3	/	/	0	i	6	0	1.9
Cc1nn(C(C)(C)C)c(OC(=O)c2cccs2)c1Sc1ccccc1	3	-18	-6	0.4	6	8	-0.3	0	?	/

Next part:
SMILES	SARS 3CLpro inh	PriA SSB inh	Rv3671c inh	PfHsp40 rescue	DUSP3 inh	Y pestis TopoI	Vc quorum ag	MazEF act	Anthrax LF prot	TcdB inh
C=CC[C@@H](CC(=O)N[C@@H](CO)Cc1ccccc1)C(=O)NC[C@H](OC(=O)[C@@H](CC=C)Cc1ccc(F)cc1)c1ccccc1	/	10	-4	-0.4	/	30	5.0	-11	-3	-1.0
CC(C)C[C@H](NC(=O)Nc1cccc(Br)c1)C(=O)O	3	5	-2	0.4	2	-3	i	-8	-2	1.7
Cc1ccnc(NC(=O)c2cc3ccccc3o2)c1	/	-16	-5	-1.1	/	4	-0.3	1	0	-1.1
CCN(CC)S(=O)(=O)c1cccc(-c2nnc(SCC#N)n2Cc2ccccc2)c1	-5	-10	-1	-0.4	-2	28	-0.4	-9	-5	/
CC(C(=O)NCC1CCCO1)N1C(=O)C2C3CC(C(Br)C3Br)C2C1=O (stereo unspecified)	-1	-9	2	0.2	-1	-5	0.8	3	-10	-0.2
CCN1C[C@@H]2[C@@H]3C(=O)N(Cc4ccccc4)C(=O)[C@@H]3[C@](CC)(C1=O)N2C(=O)c1ccc(C(C)(C)C)cc1	/	-10	/	0.5	/	18	i	-1	-1	/
CN(C)C(=O)Oc1ccc(-c2cn3cc(Cl)ccc3n2)cc1	-3	-8	-2	-2.7	-2	0	-0.5	-8	-2	1.9
S=C(c1ccc(N2CCCC2)c(Br)c1)N1CCCCC1	3	-1	11	9.1	1	17	-0.3	9	-2	1.6
COc1ccc(Cl)cc1C(=O)NNC(=O)CCNC(=O)c1ccccc1	/	/	/	/	/	-4	0.9	0	7	1.0
Cc1ccc(OCC(=O)c2c(N)n(C)c(=O)n(C)c2=O)c([N+](=O)[O-])n1	/	-6	12	0.3	/	5	i	-17	1	0.0
Brc1ccc(C2=Nn3cnnc3SC2)cc1	4	-2	7	-1.6	18	0	i	6	8	0.0
COC(=O)c1sccc1NC(=O)CSc1ccccc1NS(=O)(=O)c1cc(Cl)ccc1Cl	6	-11	-5	2.1	22	11	i	1	0	/
CCNC(=S)N1CCC(C(=O)c2ccc(Cl)cc2)CC1	2	-3	-6	0.8	-14	1	0.3	9	-15	0.4
Cc1cc(NS(=O)(=O)c2ccc(NC(=O)/C=C/c3c(F)cccc3Cl)cc2)no1	10	-6	1	0.7	19	6	i	3	-5	0.5
O=C1CN(C(=O)COC(=O)CNS(=O)(=O)c2ccccc2)c2ccccc2N1	7	12	0	0.8	18	13	i	8	-7	0.6
COc1ccc(CCNC(=O)C23CCC(C)(C(=O)O2)C3(C)C)cc1OC (stereo unspecified)	3	-22	-2	0.4	6	0	-0.9	4	-5	0.6
Cc1ccc(NC(=O)N(CCC(=O)O)Cc2ccccc2)cc1	1	-5	6	-0.7	31	-6	i	10	/	0.9
